Statin myotox sup: suppression of simvastatin myotoxicity. C2C12 myotubes + simvastatin, ATP luminescence, 48 h; scaled: DMSO 0, geranylgeraniol control 100. rescue of ATP level, % at 7.49 µM. 330,000 compounds, 0.78% hits. AID 602340;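 active = mean ATP rescue above about 67%, or every replicate alone reaching that limit, limit read from the data, passing the limit was not always enough; inconclusive = no clear call, values can overlap the other calls; inactive = mean under the limit and some replicate under it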;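 also: myotubes were challenged with 10 µM simvastatin during compound exposure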
S100A4 MyoIIA: blocks human S100A4 binding to myosin IIA peptide; P26447; S100A4/TAMRA-MyoIIA peptide fluorescence polarization; inhibition, % at 10.7 µM; 360,000 compounds, 0.14% hits;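 active = mean inhibition of at least 70% across replicates, with every replicate also reaching that level; inconclusive = mean inhibition reaches 70% but some replicates fall short; inactive = mean inhibition below 70%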
Target sequence (P26447 whole entry, looked up): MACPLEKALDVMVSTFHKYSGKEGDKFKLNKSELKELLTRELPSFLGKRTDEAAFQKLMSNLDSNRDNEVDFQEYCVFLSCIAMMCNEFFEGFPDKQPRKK
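Assay system: human S100A4 monomer with TAMRA-labelled myosin IIA peptide / Buffer or medium: Calcium-containing HEPES buffer, pH 7.2 / Reagent: TAMRA-labelled myosin IIA heavy-chain peptide probe, 5 nM / Compound: one dose per compound / Timing: polarization read 5 min after assay mix addition, stable 5–60 min / Benchmarks: neutral control DMSO, positive control TFP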
DENV2 CPE rescue: inhibitors of DENV2 cytopathic effect | DENV2-infected cells, cytopathic effect rescue, plate reader | CPE inhibition, % at 9.99 µM | 350,000 compounds, 1.7% hits | AID 651640; in the data active = CPE inhibition above about 20%, passing the limit was not always enough; inconclusive = no clear call, values can overlap the other calls; tested in BHK-21 cells;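 also: 0% = median of neutral control wells and 100% = median of positive control wells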
E-selectin induc: E-selectin induction on HUVECs. P16581. HUVEC E-selectin immunofluorescence imaging; normalized: neutral wells 0, TNF-alpha wells 100. activation, % at 7.58 µM. 260,000 compounds, 0.37% hits;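 active = mean E-selectin-positive cell signal at least 10% of the positive control, reached in at least 60% of replicates, without over 20% cell loss; inconclusive = no rule given, readout overlaps actives, possibly toxicity-flagged; inactive = the rest, including those meeting only one limit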;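 also: in these data hits start at about 27%; measured in HUVEC primary endothelial cells; signal is the percent of cells scored E-selectin positive by PE staining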
Target sequence (P16581 whole entry, looked up): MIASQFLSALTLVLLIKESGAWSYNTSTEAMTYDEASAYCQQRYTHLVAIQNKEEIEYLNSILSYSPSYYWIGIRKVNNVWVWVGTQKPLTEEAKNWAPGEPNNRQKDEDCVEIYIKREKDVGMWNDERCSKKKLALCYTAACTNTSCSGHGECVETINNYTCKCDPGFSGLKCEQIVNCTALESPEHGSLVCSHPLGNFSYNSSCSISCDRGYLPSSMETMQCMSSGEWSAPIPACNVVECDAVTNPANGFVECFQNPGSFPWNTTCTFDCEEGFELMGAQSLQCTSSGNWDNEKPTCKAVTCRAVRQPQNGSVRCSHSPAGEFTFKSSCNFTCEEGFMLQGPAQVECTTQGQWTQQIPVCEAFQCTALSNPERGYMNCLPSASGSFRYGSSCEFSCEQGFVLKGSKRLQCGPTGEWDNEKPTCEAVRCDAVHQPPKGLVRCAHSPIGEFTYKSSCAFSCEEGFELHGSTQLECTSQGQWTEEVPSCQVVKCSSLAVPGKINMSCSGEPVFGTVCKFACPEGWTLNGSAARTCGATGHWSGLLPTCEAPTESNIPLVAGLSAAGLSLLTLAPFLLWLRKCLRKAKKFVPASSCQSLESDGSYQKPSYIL
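Test system: HUVEC; input: 3,000 HUVEC/well; measured by: immunofluorescence imaging; read-out: % PE-positive cells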
PglD inh: PglD (C. jejuni) enzyme inhibition | purified PglD enzyme, DTNB colorimetric CoA detection | inhibition, % at 12.5 µM | 360,000 compounds, 0.098% hits | AID 602405; in the data active = inhibition above about 16%, passing the limit was not always enough; inconclusive = no clear call, values can overlap the other calls; also: strong numbers were not always called active
SIRT5 inh: blocks human SIRT5 desuccinylation of peptide; Q9NXA8; Purified SirT5, succinyl-peptide AMC, trypsin-coupled fluorescence; inhibition, % at 15 µM; 330,000 compounds, 1.1% hits; in the data active = inhibition above about 15%; inconclusive = no clear call, values can overlap the other calls
Target sequence (Q9NXA8 whole entry, looked up): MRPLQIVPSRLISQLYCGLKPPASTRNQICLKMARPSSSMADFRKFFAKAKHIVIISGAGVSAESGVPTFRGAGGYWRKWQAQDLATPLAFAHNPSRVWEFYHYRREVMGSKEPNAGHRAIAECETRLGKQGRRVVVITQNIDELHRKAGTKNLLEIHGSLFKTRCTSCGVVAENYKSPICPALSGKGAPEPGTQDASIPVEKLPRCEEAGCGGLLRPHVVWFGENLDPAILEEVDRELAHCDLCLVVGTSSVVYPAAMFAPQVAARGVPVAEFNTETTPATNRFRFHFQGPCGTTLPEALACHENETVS
ERp5 inh: blocks human ERp5 reductase activity on insulin; inhibition, % at 9.99 µM; 350,000 compounds, 0.05% hits; Q15084; ERp5 insulin aggregation, absorbance 650 nm, 90 min; AID 651711;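 active = mean replicate inhibition above about 25%, with every replicate also reaching it, limit read from the data, passing the limit was not always enough; inconclusive = only one of those two criteria met; inactive = neither criterion met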
Numbers without * were called inactive; ? = inconclusive; nt = not tested or not shown; & = joins results of further samples. Only part of the results is shown, so the mix of outcomes need not match the whole.

SMILES	Statin myotox sup	S100A4 MyoIIA	DENV2 CPE rescue	E-selectin induc	PglD inh	SIRT5 inh	ERp5 inh
CS(=O)(=O)N1[C@H](CO)[C@H](c2ccccc2-c2ccccc2F)[C@@H]1C#N	nt	13.4	-0.4	0.2	nt	-0.6	2.1
CC1CN(S(=O)(=O)c2ccc(Cl)c(C(F)(F)F)c2)CC(C)O1 (configuration not stated)	-2.6	5.3	2.3	nt	nt	15.0*	-9.7
CCCNC(=O)N(C)C[C@@H]1Oc2ncc(C#CCc3ccccc3)cc2C(=O)N([C@H](C)CO)C[C@H]1C	2.5	3.1	4.4	-0.2	1.4	-2.6	0.0
Cc1ccc(Cl)c(OCC(=O)NCC(c2cccs2)N2CCOCC2)c1 (configuration not stated)	-8.0	-2.8	-3.3	-0.1	14.5	6.1	3.8
CO[C@H]1CN(C)C(=O)c2ccc(NC(=O)C3CC3)cc2OC[C@@H](C)N(C(=O)c2ccncc2)C[C@H]1C	-2.7	3.8	nt	0.9	-2.0	-0.7	2.1
COc1cccc(CC(=O)Nc2ccc3c(c2)c(=O)n(C)n3-c2ccc(C(C)(C)C)cc2)c1	1.8	-2.6	14.2	0.0	0.4	nt	1.2
Cn1c(=O)n(C)c2cc(/C=N/N=C3/NC(=O)C(CC(=O)O)S3)ccc21 (configuration not stated)	4.0	-0.7	-2.1	nt	nt	18.7*	0.2
COc1ccc(OCCCC(=O)N(C)CC(=O)Nc2c(C)cccc2C)cc1	-2.8	7.3	-5.1	nt	-2.2	-3.4	0.1
COc1ccc2c3c(n(C)c2c1)[C@H](CO)N(C(=O)c1cccnc1)CC31CCN(C)CC1	nt	4.6	0.0	0.7	nt	-3.6	-4.4
COc1ccc(Cn2c(=O)[nH]c3cc(C(=O)NCCc4ccc(S(N)(=O)=O)cc4)ccc3c2=O)cc1	nt	3.2	3.1	nt	nt	-1.6	1.5
CCc1ccc(S(=O)(=O)NC(=S)NC2CCCCC2)cc1	9.4	-0.4	-2.3	nt	nt	-2.9	1.4
COc1ccc(OC)c(NC(=O)Nc2nnc(N3CCC(C)CC3)s2)c1	10.9	-1.2	7.0	-0.1	-2.7	0.2	0.2
COc1ccccc1CNC(=O)c1ccc2nc3[nH]c4ccccc4c3nc2c1	-85.4	1.4	-4.6	nt	5.1	-3.9	0.6
CCCNC(=O)C[C@@H]1CC[C@H]2[C@@H](COc3ccc(NC(=O)Nc4cccc(C)c4)cc3C(=O)N2C)O1	-9.0	?	3.2	1.0	-0.7	-2.8	4.1
C/C(CC(=O)Nc1cccc(Cl)c1Cl)=N\NC(=O)C(=O)NC1CCCCC1	-0.7	4.1	3.5	0.2	-2.1	-5.4	3.6
Cc1ccc(S(=O)(=O)N2CC[C@@H]3[C@H]2c2cc(C#Cc4ccccc4F)ccc2N[C@@H]3CO)cc1	32.6	5.9	-2.9	-0.3	5.3	2.9	2.9
Cc1ccc(S(=O)(=O)N(C)CCCC(=O)n2nc(C)cc2C)cc1	2.0	nt	nt	6.0	-0.6	nt	nt
Cc1noc(C)c1NC(=O)Nc1ccc2c(c1)CC(=O)N([C@@H](C)CO)C[C@@H](C)[C@@H](CN(C)Cc1ccc(Cl)c(Cl)c1)O2	30.7	-34.3	-7.6	449.3*	-2.3	-0.4	-15.2
NC(=O)C1CCN(c2nc(-c3cccc(N)c3)cs2)CC1	10.8	nt	nt	0.2	-0.7	nt	nt
C[C@H](CO)N1C[C@H](C)[C@@H](CN(C)C(=O)c2ccccc2)Oc2cc(C#CC3CC3)ccc2S1(=O)=O	-43.9	-8.8	-9.2	1.0	0.1	-3.1	2.7
C#CCCOC(=O)Nc1ccccc1	0.2	4.4	7.9	nt	-2.9	-4.5	1.2
O=C1c2cccc3c(O)ccc(c23)C(=O)N1c1ccc(Cl)cc1	-8.0	13.8	-7.0	nt	6.1	-1.2	2.9
C[C@H](CO)N1C[C@H](C)[C@@H](CN(C)Cc2ccc(C(F)(F)F)cc2)Oc2ccc(NS(=O)(=O)c3ccc(Cl)cc3)cc2CC1=O	112.1*	-12.5	2.7	-0.2	2.4	8.6	-1.9
Nc1ccccc1C(=O)N1CCc2ccccc21	-8.2	2.9	-2.0	nt	2.3	0.7	-3.2
O=C(CC(=O)Nc1ccccc1)Nc1ccccc1	nt	-0.8	-3.3	0.0	nt	nt	2.3
COc1ccc(-c2cc(C(=O)NCc3cn(C)nc3C)c3ccccc3n2)cc1OC	nt	-0.8	2.5	-1.1	nt	2.4	?
CC(=O)N(C)C[C@@H]1Oc2cc(/C=C/c3ccccc3)ccc2S(=O)(=O)N([C@@H](C)CO)C[C@H]1C	nt	-6.2	-7.7	0.4	-11.5	3.3	-7.0
CCCC1Oc2ccccc2C(=O)N(CC(=O)c2ccc3c(c2)OCCO3)C1=O (configuration not stated)	8.1	0.2	-5.8	nt	-3.4	-1.9	4.6
Nc1ccc(C(=O)C(=O)c2ccc(N)cc2)cc1	-8.8	-0.4	-5.6	nt	1.5	3.4	2.9
CCC(CO)Oc1cc(NC(=O)c2cccc(OC)c2)c2ncn(C(C)C)c2c1 (configuration not stated)	-7.5	2.0	-6.1	0.2	-2.3&-1.7	nt	-0.4

Random excerpt: 3 records from the list.
SMILES	Statin myotox sup	S100A4 MyoIIA	DENV2 CPE rescue	E-selectin induc	PglD inh	SIRT5 inh	ERp5 inh
COc1ccc(-c2cc(C(=O)NCc3cn(C)nc3C)c3ccccc3n2)cc1OC	nt	-0.8	2.5	-1.1	nt	2.4	?
CC(=O)N(C)C[C@@H]1Oc2cc(/C=C/c3ccccc3)ccc2S(=O)(=O)N([C@@H](C)CO)C[C@H]1C	nt	-6.2	-7.7	0.4	-11.5	3.3	-7.0
C#CCCOC(=O)Nc1ccccc1	0.2	4.4	7.9	nt	-2.9	-4.5	1.2

Remaining list, next part
SMILES	Statin myotox sup	S100A4 MyoIIA	DENV2 CPE rescue	E-selectin induc	PglD inh	SIRT5 inh	ERp5 inh
C[C@H](CO)N1C[C@H](C)[C@H](CN(C)S(=O)(=O)c2cccc(F)c2)Oc2ncc(C#Cc3ccc(C(F)(F)F)cc3)cc2C1=O	nt	-2.4	9.3	0.2	2.5	-3.0	5.7
COc1ccc(CCC(=O)OCC(=O)c2cccc(OC)c2)cc1	nt	11.1	1.2	0.0	nt	1.7	-2.8
CCCNC(=O)Nc1ccc2c(c1)C(=O)N(C)C[C@H](OC)[C@H](C)CN(CCC)[C@@H](C)CO2	2.7	1.8	5.2	2.1	3.1	0.1	-0.4
O=C(Nc1ccc2c(c1)OCO2)N[C@H]1CC[C@@H](CCNC(=O)C2CCCCC2)O[C@@H]1CO	2.8	9.3	4.9	-1.9	-2.5	4.5	-6.0
CCN(CC)C(=O)c1[nH]cnc1C(=O)NCc1ccccc1	12.6	nt	nt	0.1	4.2	nt	nt
Cc1ccccc1-c1cnc2c(c1)C(=O)N([C@H](C)CO)C[C@@H](C)[C@H](CN(C)C(=O)c1cccnc1)O2	11.1	7.6	-2.3	0.0	-1.5	1.7	3.4
COCCNC(=O)C1CCCN(C(=O)c2ccc(OC)c(F)c2)CC1 (configuration not stated)	1.8	2.7	0.0	-0.1	-4.7	nt	1.5
Cc1onc(-c2ccccc2Cl)c1NC(=O)NCc1cccs1	-1.4	-0.5	-5.6	5.6	-3.9	0.4	1.4
CCC1Sc2ccc(S(=O)(=O)Nc3ccc(OC)c(OC)c3)cc2NC1=O (configuration not stated)	-38.6	-0.5	-1.2	-0.1	-6.5	1.7	2.4
O=C(NCc1ccc(Cl)cc1)C(=O)Nc1nccs1	nt	4.6	1.7	nt	nt	-2.1	-1.7
O=C(Nc1cccc(S(=O)(=O)Nc2ccccc2F)c1)c1ccco1	-3.8	-6.0	2.4	-0.2	3.5	0.4	-0.6
CCc1cc(=O)oc2c(CN3CCN(C)CC3)c(O)ccc12	-1.6	2.2	3.0	nt	0.5	-116.0	3.4
O=C(c1cccnc1)n1nc(-c2ccco2)nc1NCc1cccs1	-11.7	-1.3	-3.4	2.4	1.0	1.7	1.3
CCCn1c(N)c(C(=O)CSc2nncs2)c(=O)[nH]c1=O	-1.2	0.2	4.9	0.0	-1.9	-0.5	6.7
CO[C@H]1CN(C)C(=O)c2ccc(NC(C)=O)cc2OC[C@H](C)N(C(=O)CN(C)C)C[C@@H]1C	-2.5	nt	nt	-0.1	2.5	nt	nt

Of the compounds above, four have an NH in an aromatic ring:
SMILES	Statin myotox sup	S100A4 MyoIIA	DENV2 CPE rescue	E-selectin induc	PglD inh	SIRT5 inh	ERp5 inh
COc1ccc(Cn2c(=O)[nH]c3cc(C(=O)NCCc4ccc(S(N)(=O)=O)cc4)ccc3c2=O)cc1	nt	3.2	3.1	nt	nt	-1.6	1.5
COc1ccccc1CNC(=O)c1ccc2nc3[nH]c4ccccc4c3nc2c1	-85.4	1.4	-4.6	nt	5.1	-3.9	0.6
CCN(CC)C(=O)c1[nH]cnc1C(=O)NCc1ccccc1	12.6	nt	nt	0.1	4.2	nt	nt
CCCn1c(N)c(C(=O)CSc2nncs2)c(=O)[nH]c1=O	-1.2	0.2	4.9	0.0	-1.9	-0.5	6.7

In another format: results already given.
Screens in order: Statin myotox sup, S100A4 MyoIIA, DENV2 CPE rescue, E-selectin induc, PglD inh, SIRT5 inh, ERp5 inh
- CCc1cc(=O)oc2c(CN3CCN(C)CC3)c(O)ccc12
→ -1.6, 2.2, 3.0, nt, 0.5, -116.0, 3.4
- COCCNC(=O)C1CCCN(C(=O)c2ccc(OC)c(F)c2)CC1 (configuration not stated)
→ 1.8, 2.7, 0.0, -0.1, -4.7, nt, 1.5

Additional structures follow.
SMILES	Statin myotox sup	S100A4 MyoIIA	DENV2 CPE rescue	E-selectin induc	PglD inh	SIRT5 inh	ERp5 inh
COCCN(C(=O)COC(=O)Cc1cccc2ccccc12)c1c(N)n(Cc2ccccc2)c(=O)[nH]c1=O	nt	-1.1	9.8	-3.7	1.7	1.1	13.1
Cc1ccc(S(=O)(=O)N[C@@H]2CC[C@H](CCNC(=O)C3CCC3)O[C@@H]2CO)cc1	3.7	7.3	-3.7	-0.6	2.3	-4.2	-4.5
CCOc1ccc(NC(=O)C2(c3ccc(OC)c(OC)c3)CCCC2)cc1	nt	-4.9	-4.0	nt	3.2	nt	12.9
COc1ccc(S(=O)(=O)Nc2ccc3c(c2)CC(=O)N([C@@H](C)CO)C[C@@H](C)[C@@H](CN(C)Cc2ccc(C(=O)Nc4ccccc4N)cc2)O3)cc1	nt	0.0	-4.6	-0.2	nt	nt	3.5
O=C1C[C@@H]2c3c(cccc3CN1Cc1ccc(Br)cc1)C[C@@H](O)[C@H]2O	100.4*	-9.2	13.1	-0.2	1.9	-5.2	-5.0
O=C(CCc1ccccc1)Nc1nc2n(n1)C(c1ccccc1)CC(=O)N2 (configuration not stated)	1.4	3.8	nt	nt	-1.0	-2.9	-0.9
CC(C)(C)OC(=O)C1=C(CO)CS[C@@H]2[C@H](NC(=O)Cc3ccccc3)C(=O)N12	10.3	-2.3	-1.0	-0.5	-4.7	nt	-7.8
O=C(Nc1nccs1)C1CCCN1S(=O)(=O)c1ccc(Cl)cc1 (configuration not stated)	4.8	-3.9	0.9	nt	9.3	0.8	-2.6

Screening data from PubChem BioAssay.
